ALOX12 inh: ALOX12 (human) lipoxygenase inhibition | hit rate 1.1% among 580,000 | Potency, µM (doses to about 108 µM), for the others: at the top dose activity change, negative = inhibition, usual class: inhibitors | purified 12hLO, xylenol orange hydroperoxide absorbance; further: on the % scale 0 is the no-effect control and ±100 the full control effect
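Hydroperoxide product was detected by ferrous iron/xylenol orange as the 573 to 405 nm absorbance ratio. Arachidonic acid at 40 uM (final) was turned over for 30 min at room temperature by 150 nM human 12hLO, pH 7.0 Hepes buffer, after 15 min compound preincubation.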
Tb PGK inh: blocks T. brucei phosphoglycerate kinase; P07378; PGK/GAPDH coupled, Kinase-Glo luminescence, 60 min; Potency, µM (top dose mostly 57.5 µM), without a hit: at the top dose activity change, negative = inhibition, usual class: inhibitors; hit rate 0.043% among 380,000; AID 602233; further: on the % scale 0 is the no-effect control and ±100 the full control effect; nearly all actives have a fitted effect of over 60% in size
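Recombinant glycosomal PGK reaction used 1,3-bisphosphoglycerate generated in-well by GAPDH (100nM final) in 100mM TEA pH 7.6, 5mM MgCl2, 0.01% Tween-20. After 60 minutes at room temperature, ATP was read by Kinase-Glo Plus luminescence end-point.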
HP1b chromo inh: HP1-beta chromodomain-methylated histone interaction inhibition; P83916; AlphaScreen HP1-beta / biotin-H3K9me3 peptide binding; Potency, µM (titrated, usually from 114 µM), inactives show top-dose activity change, negative = inhibition, hits mostly inhibitors; hit rate 0.56% among 390,000; AID 540317; further: nearly all actives have a fitted effect of over 70% in size; inactives centre near 23
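Compound inhibition of the preformed complex between 50 nM HP1-beta and 50 nM biotinylated H3K9me3 peptide was read by AlphaScreen. Buffer was PBS pH 7.4 with 0.01% Tween-20. Incubations ran 30 min at room temperature, with 10 ug/mL donor/acceptor beads.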
GLS inh: inhibitors of human glutaminase (GLS); GLS enzymatic activity, qHTS titration; Potency, µM (titrated, usually from 45.5 µM), inactives show top-dose activity change, negative = inhibition, most hits filed as inhibitors; hit rate 0.21% among 410,000; AID 624170; further: on the % scale 0 is the no-effect control and ±100 the full control effect
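Read-out is an Amplex red fluorescence increase coupled through glutamate oxidase and HRP, measured before and after 30 min room-temperature incubation. hKGA is in 45 mM KH2PO4 (pH 8.2) with 0.02% Tween-20; glutamine added as 1mM solution.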
TrxR1 inh: inhibitors of rat thioredoxin reductase 1. O89049. recombinant rTrxR1, NADPH fluorescence consumption, selenite substrate. Potency, µM (top dose mostly 114 µM), inactives show top-dose activity change, negative = inhibition, usual class: inhibitors. hit rate 1% among 390,000; further: on the % scale 0 is the no-effect control and ±100 the full control effect; nearly all actives have a fitted effect of over 65% in size
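Rat TrxR1 (90 nM in the dispensed reagent) was pre-reduced with 400 uM NADPH for 5 min at room temperature, then incubated with compound for 15 min. After 400 uM selenite was added, NADPH fluorescence (Ex 340/Em 450 nm) was followed for 8 min.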
JMJD2A Tudor inh: inhibitors of human JMJD2A Tudor domain. AID 504339. AlphaScreen JMJD2A-Tudor / H3K4me3 peptide binding. Potency, µM (series often up to 114 µM), for the others: at the highest dose activity change, negative = inhibition, hits mostly inhibitors. hit rate 4.4% among 390,000. O75164; further: on the % scale 0 is the no-effect control and ±100 the full control effect; nearly all actives have a fitted effect of over 50% in size
Target sequence (O75164 whole entry, looked up, the tested form may be a part): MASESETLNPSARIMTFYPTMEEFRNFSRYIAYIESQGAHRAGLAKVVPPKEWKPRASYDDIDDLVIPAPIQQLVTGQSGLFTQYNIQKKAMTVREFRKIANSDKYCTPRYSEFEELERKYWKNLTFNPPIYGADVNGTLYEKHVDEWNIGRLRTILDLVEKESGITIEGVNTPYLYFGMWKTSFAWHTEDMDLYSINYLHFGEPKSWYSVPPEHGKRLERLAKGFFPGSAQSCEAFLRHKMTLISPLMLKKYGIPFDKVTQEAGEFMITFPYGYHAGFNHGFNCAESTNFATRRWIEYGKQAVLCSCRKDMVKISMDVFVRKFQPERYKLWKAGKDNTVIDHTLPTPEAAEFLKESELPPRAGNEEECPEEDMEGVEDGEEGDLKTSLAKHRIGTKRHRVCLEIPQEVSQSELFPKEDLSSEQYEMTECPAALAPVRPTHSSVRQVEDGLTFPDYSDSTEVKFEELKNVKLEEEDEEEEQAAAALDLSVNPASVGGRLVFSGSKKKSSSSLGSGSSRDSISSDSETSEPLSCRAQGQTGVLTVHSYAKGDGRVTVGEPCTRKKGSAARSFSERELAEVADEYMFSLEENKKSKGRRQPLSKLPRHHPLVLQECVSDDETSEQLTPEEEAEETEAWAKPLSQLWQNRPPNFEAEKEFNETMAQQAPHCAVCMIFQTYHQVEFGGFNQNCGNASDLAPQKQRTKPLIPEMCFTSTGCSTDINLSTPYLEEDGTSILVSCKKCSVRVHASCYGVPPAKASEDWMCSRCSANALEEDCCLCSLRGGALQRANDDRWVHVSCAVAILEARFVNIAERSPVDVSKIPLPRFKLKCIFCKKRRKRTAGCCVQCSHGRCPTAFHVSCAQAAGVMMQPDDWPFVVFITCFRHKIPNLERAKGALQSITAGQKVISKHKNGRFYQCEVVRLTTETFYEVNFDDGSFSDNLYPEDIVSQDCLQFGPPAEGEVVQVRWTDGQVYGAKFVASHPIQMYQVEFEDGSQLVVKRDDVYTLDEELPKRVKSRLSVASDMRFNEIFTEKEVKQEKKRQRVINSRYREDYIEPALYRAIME
RGS4 inh: human RGS4 inhibition; Transcreener GDP fluorescence polarization, RGS4-accelerated GTP hydrolysis; Potency, µM (titrated, usually from 114 µM), for the others: at the top dose activity change, negative = inhibition, most hits filed as inhibitors; hit rate 0.039% among 390,000; AID 504845; P49798; further: on the % scale 0 is the no-effect control and ±100 the full control effect; nearly all actives have a fitted effect of over 75% in size; some results filed as inactive show a strong effect at the top dose
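MLSMR compounds (23 nl, pin-transferred) preincubated 10 min at room temperature with a 500nM (2x) first reagent, then RGS4 at 900nM (2x) plus Transcreener GDP mix added; fluorescence polarization (620/688 nm) read before and after 90 min at 30 °C.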
ERG-DNA inh: blocks human ERG Ets domain binding to DNA; P11308; Potency, µM (doses to about 76.9 µM), for inactives: at the top dose FP activity, negative = inhibition, usual class: inhibitors; hit rate 0.028% among 370,000; fluorescence polarization, His-ERG Ets domain / labelled DNA; active means well fitted inhibition curve with a large enough effect in the polarisation, with a control signal flat; inconclusive means small, poorly fitted or top-dose-only effect, or effect the other way, or a change in a side signal; inactive means no such curve, though single readings can be large or run the other way; the % refers to the polarisation;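 further: polarization taken with two DNA probes labelled with fluorescein and Texas red; % of control where 0% means no effect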
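His-tagged ERG Ets domain (1 uM in the protein solution; 300mM KCl, 50mM Tris-HCl, 1mM EDTA, 1mM DTT, pH 7.5) received compound, then a probe mix of 5 nM fluorescein-DNA and 100nM Texas-615-DNA. Fluorescence polarization was read for both dyes.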
Pin1 inh: inhibitors of human Pin1 | Pin1 FP peptide displacement, HiFluor488, 10 min | Potency, µM (doses to about 115 µM), for the others: top-dose activity, negative = inhibition, usual class: inhibitors | hit rate 0.009% among 390,000 | Q13526; active means well fitted inhibition curve with a large enough effect in the polarisation, with a control signal flat, not every such curve was filed as active; inconclusive means small, poorly fitted or top-dose-only effect, or effect the other way, or a change in a side signal; inactive means no such curve, though single readings can be large or run the other way; the % refers to the polarisation; further: on the % scale 0 is the no-effect control and ±100 the full control effect
Numbers without * were called inactive; i = inactive; ? = inconclusive; . = no result given; & = joins results of further samples; [ ] = another dose, or the depositor's remark. Unless noted, the call rests on the fitted dose curve; in most records, active means well fitted curve in the direction sought with a large enough effect; inconclusive means small, poorly fitted or top-dose-only effect, or another doubt; inactive means no such curve, though single readings can be large; an effect the other way counts as inactive or inconclusive. Potency means the concentration at half of the fitted maximal effect. Some of the compounds tested (hit frequency here may not be typical).

canonical_smiles,ALOX12 inh,Tb PGK inh,HP1b chromo inh,GLS inh,TrxR1 inh,JMJD2A Tudor inh,RGS4 inh,ERG-DNA inh,Pin1 inh
C=CCSC(=S)Nc1c(C)n(C)n(-c2ccccc2)c1=O,-9%,2%,45%[activator],32%,11%[57.1 µM],-6%,-22%,-5%,-1%
Fc1cccc(CSc2nc3ncccc3[nH]2)c1,-6%,-7%,24%,18%,-12%,-13%,-4%,3%,4%
O=C(Nc1nccs1)C(c1ccccc1)N1CCCCC1 (stereo unspecified),-7%,i,6%,3%,20%[57.1 µM],-15%,-1%,0%,-1%
CCOc1ccc(NC(=O)Cn2c(=O)n(CCC(=O)NCCc3ccccc3)c(=O)c3ccccc32)cc1,-27%,-6%,23%,7%,16%,-11%,-9%,4%,-1%
CC(C)C[C@H](NC(=O)c1nc[nH]c1C(=O)N[C@@H](CC(C)C)C(=O)OC(C)(C)C)C(=O)OC(C)(C)C,5%,-9%,38%[activator],6%,-33%,-21%,1%,10%,?
COc1ccc(N2CCN(C(c3ccc(C)cc3)c3nnnn3C(C)(C)C)CC2)cc1 (stereo unspecified),.,.,-19%,.,14%,50µM*,-17%,.,0%
S=C(Nc1cccnc1)Nc1ccccn1,.,-3%,46%,15%,-8%[57.1 µM],-6%,-20%,-11%,-8%
Cc1ccc(NC(=O)c2ccc(=O)[nH]c2)cc1S(=O)(=O)N1CCCCCC1,-18%,i,30%,114%[activator],5%[57.1 µM],-2%,-10%,-1%,-6%
O=C(NCC(O)c1ccc([N+](=O)[O-])cc1)c1cccc(S(=O)(=O)N2CCCC2)c1 (stereo unspecified),1%,-11%,-10%,1%,17%[57.1 µM],-24%,-4%,-1%,-9%
O=C(CSCc1ccccc1Br)N/N=C/c1ccccc1C(=O)O,2%,6%,38%[activator],3%,29%[57.1 µM],2%[11.4 µM],5%,-1%,-3%
Cc1cc(C)c(S(=O)(=O)N2CCN(c3ccc([N+](=O)[O-])c(NCC4CCCO4)c3)CC2)c(C)c1 (stereo unspecified),6%,i,2%,0%,11%[57.1 µM],-26%,-8%,-1%,-4%
O=C(O)CCc1nc2cc(C(F)(F)F)ccc2n(Cc2ccccc2)c1=O,10%,-1%,53%[activator],0%,23%[57.1 µM],-10%,-6%,-9%,-1%
CCN(CC)C(=O)CN1C(=O)COCC1=O,-6%,7%[11.5 µM],29%,-6%,10%,-10%,-6%,.,5%
O=C(Cn1cnc([N+](=O)[O-])c1)c1ccc(Cl)cc1,-9%,-8%,33%,-12%,14%,-9%,2%,38%[activator],6%
CCC(=O)NC(=S)Nc1ccc(NC(=O)c2ccc(OC)cc2)cc1,-17%,-7%,29%,4%,-4%,0%,-12%,-2%,4%
COc1ccccc1CNC(=O)c1ccc2nc(N3CCCCC3)sc2c1,0%,-8%,54%[activator],0%,-4%,4%,1%,5%,-1%
CNc1[nH]c(=O)[nH]c(=O)c1N=Nc1cc(Cl)ccc1Cl,?,-5%,16%,5%,22%,?,19%,2%,1%
CC(C)n1c(=S)[nH]c2ccccc21,?,-2%,-19%,1%,?,79µM*,?,5%,0%
CC(C)NC(=O)COc1ccc(OCc2ccccc2)cc1,-6%,i,49%[activator],-12%,-5%[57.1 µM],6%,11%,-13%,1%
CCOC(=O)c1cc(-c2ccccc2)n(CCC(=O)O)c1C,18%,-4%,16%,-6%,12%,-29%,-4%,.,0%
CCn1ccc2cc(S(=O)(=O)N3CCC(C(=O)NCC(C)c4ccccc4)CC3)ccc21 (stereo unspecified),-26%,-4%,24%[57 µM],-2%,17%[57.1 µM],-2%,-27%,1%,13%
CCOc1ccc(-c2cnc(SCC(N)=O)nc2N)cc1,1%,3%,10%,2%,-12%[57.1 µM],-30%,-16%,0%,9%
O=S(=O)(c1ccc(NC2CCCCC2)cc1)N1CCOCC1,-17%,-8%,37%,-3%,3%,0%[11.4 µM],-2%[11.4 µM],-5%,8%
Cc1nnc(NC(=O)CSc2ccc(-c3ccc(Cl)cc3)nn2)s1,2%,16%,23%,0%,7%[57.1 µM],-4%,-7%,4%,13%
CC(C)(C)C(=O)N1CCC(O)(CS(=O)(=O)Cc2ccccc2)CC1,-3%,-5%,33%,1%,19%[57.1 µM],-10%,-5%,-9%,-8%
Cc1ccc(SCC(=O)OCC(=O)N(C)C2CCS(=O)(=O)C2)cc1C (stereo unspecified),-19%,-2%,36%[activator],12%,16%,-6%,17%,-2%,-6%
Cc1ccc(C(=O)N2CCN(c3cc4c(cc3[N+](=O)[O-])n(C)c(=O)n4C)CC2)cc1,-3%,-8%[11.5 µM],9%,2%,16%,-8%,-10%,.,1%
CCCCNC(=O)N1CCN(C(c2ccccc2)c2ccccc2)CC1,.,0%,15%,16%,10%[57.1 µM],-12%,5%,19%,?
Cc1ccc(CNC2CCCCC2)s1,-26%,-3%,17%,3%,13%[57.1 µM],-10%,31%,1%,12%
CCN(CC(=O)NC(C)C)C(=O)c1ccc(S(=O)(=O)N(C)c2ccccc2OC)cc1,0%,7%,?,?,-2%,?,-35%[11.4 µM],-3%,-2%
COc1ccc(Cl)cc1NC(=O)c1ccccc1C,5%,-2%,102%[activator],-9%,9%,47%[activator],-15%,-2%,14%
CCOC(=O)c1cnc2ccc(OC)cc2c1NCCc1ccccc1,?,.,172%[activator],-12%,8%,97%[activator],4%,-5%,3%
COCCCNC(=O)CCCCCNS(=O)(=O)c1ccc(Br)cc1,3%,-2%,37%,-7%,10%,0%,2%,-20%,-2%
COc1c(O)cccc1[C@@H](O)C1CCN(CCc2ccc(F)cc2)CC1,11%,-14%,20%,11%,-15%,-4%,-5%,.,?
N#CC1(NC(=O)COC(=O)/C=C/c2ccc3ccccc3n2)CCCCC1,46%[activator],i,11%,-17%,5%,-25%,-42%,3%,21%
O=C1C=C(c2ccc(Cl)cc2)C(=O)N1Nc1ccccc1,?,0%,12%,?,?,-14%,?,5%,12%
O=C(O)CSc1nnc(Cc2cccc3ccccc23)n1-c1cc(C(F)(F)F)cc(C(F)(F)F)c1,1%,-10%,35%,8%,2%,-12%,-7%,6%,-13%
O=C1C=C(NC2CC2)C2(CCCCC2)O1,12%,3%,28%,3%,16%,-3%,15%,-2%,1%
Cc1ccc(-n2c3c(cc(C(=O)NCc4ccco4)c2=O)C(=O)CCC3)cc1,-24%,-7%,29%,-2%,-2%,-8%,-4%,-14%,3%
C=CCN(CC=C)C(=O)C1CCC(C(=O)N(CC=C)CC=C)CC1 (stereo unspecified),346%[activator],-5%,41%,-3%,7%[57.1 µM],18%,14%,-10%,0%
COc1ccc(OC)c(CNC(=O)CCn2c(=O)c3cccn3c3ccc(F)cc32)c1,-20%&-23%,0%,29%&26%,-1%&8%,23%&7%,-19%&-8%,15%[11.4 µM],6%&-3%,-11%&-1%
Cc1ccc(NC(=O)N2CCN(c3ccc(Cl)c(Cl)c3)CC2)cc1,-24%,.,41%[activator],8%,0%,-6%,-2%,7%,1%
Cc1[nH]c2ccccc2c1C(=O)C(=O)NCCc1c[nH]c2ccccc12,11%,8%,-9%,-8%,-12%,?,3%,-3%,-13%
COc1cc2ccccc2cc1C(=O)Nc1ccc2oc(-c3cc(Br)ccc3Cl)nc2c1,-13%,-7%,7%,0%,18%,-23%,10%,-1%,-1%
COc1ccc(C(=O)COC(=O)c2cccc(-n3cnnn3)c2)c(OC)c1,-12%,i,26%,-11%,10%,-13%,-22%,2%,24%
O=C(CCC(=O)OCC(F)(F)C(F)F)NCc1ccccc1,-6%,i,8%,2%,36%[activator],-4%,-3%,12%,-6%
CCOC(=O)C1=C(C)NC(=S)NC1c1ccc(-c2ccc(Cl)cc2)o1 (stereo unspecified),32µM*,-1%,17%,-5%,?,-35%,?,.,61%[activator]
O=Cc1cn(CC(=O)Nc2ccc3c(c2)OCO3)c2ccccc12,-7%,-8%,43%[activator],-7%,14%[57.1 µM],-5%[11.4 µM],-10%,4%,-7%
O=c1c2ccccc2c(-c2ccccc2)nn1-c1ccccn1,2%,3%,2%,13%,3%[57.1 µM],-15%,-15%,-4%,3%
O=C(CCn1cnnn1)Nc1cccc(F)c1,-5%,-1%,34%,-8%,7%[57.1 µM],4%,13%,2%,1%
Cc1ccc(OCCNS(=O)(=O)c2ccc(N3CCCC3=O)cc2)cc1C,15%,.,29%,5%,-13%,-5%,11%,.,2%
CC(=O)c1cccc(NC(=O)c2cc(-c3cccs3)on2)c1,19%,-7%,22%,1%,-11%,-7%,-15%,7%,1%
O=C(N/C(=C/C=C/c1ccccc1)C(=O)N1CCCCC1)c1ccc([N+](=O)[O-])cc1,-21%,3%,1%,0%,18%,?,4%,0%,-2%
CC(=O)c1c(C)[nH]c(C(=O)OCC(=O)Nc2ccc(C)cc2[N+](=O)[O-])c1C,-10%,2%,2%,0%,-1%,-19%,28%,8%,?
O=C(CSc1nnc(C2CCCCC2)o1)Nc1ccccc1Cl,-17%,3%,34%,3%,8%[57.1 µM],16%,-21%,-11%,-7%
CCCNCc1cc(OC)c(OCC(=O)Nc2ccccc2)cc1Br,3%,9%,44%[activator],-1%,14%,-3%,9%,-5%,-4%

High-throughput results: PubChem, National Center for Advancing Translational Sciences (NCATS)
